High-throughput results as filed in PubChem BioAssay.
PLC-gamma1 inh – PLC-gamma1 enzyme inhibitors, primary screen, biochemical, fluorescence, purified enzyme | 1-phosphatidylinositol 4,5-bisphosphate phosphodiesterase gamma-1 (Homo sapiens), P19174 | fluorogenic substrate | inhibition, % at 12.2 µM | actives 0.84% (n = 370,000) | AID 720700, 2013; in the data active means inhibition above about 9.5%
ADAM17 inh – ADAM17 inhibitors, primary screen, biochemical, QFRET | Disintegrin and metalloproteinase domain-containing protein 17 (Homo sapiens), P78536 | recombinant ADAM17, EDANS/DABCYL FRET peptide cleavage | actives 0.83% (n = 370,000) | inhibition, % at 6.95 µM;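 active means inhibition above the mean of compounds lying between control limits plus 3 SD, set per campaign, cut at about 8.5% in these data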;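 further: 0% = DMSO-only wells as the low control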
FXN GAA850 act – FXN promoter activators, primary screen, cell-based, luciferase luminescence, HEK293 lucGAA850. actives 0.56% (n = 360,000). activation, % at 6 µM. HEK293 lucGAA850 FXN promoter luciferase reporter, 24 h; percent of 10 µM SAHA response;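 active means activation above the average of all compounds screened plus 3 SD, cutoff fixed separately per campaign, cut at about 7.5% in these data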;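 further: 0% = DMSO wells and 100% = 10 µM SAHA wells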
hcDAF-12 act – H. contortus DAF-12 nuclear receptor activators, primary screen, cell-based, luminescence, HEK293, lit1-tk-luc reporter. actives 1.4% (n = 370,000). activation, % at 6.8 µM. AID 652067, 2013. HEK293 hcDAF-12 lit1-tk-luc reporter; 0% DMSO, 100% Δ7-dafachronic acid;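 active means activation above the mean of all tested compounds plus 3 SD, cut at about 5.5% in these data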;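 further: 100% = response to 3 µM Δ7-dafachronic acid high control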
hgDAF12 agonist – H. glycines DAF-12 receptor agonists, primary screen, cell-based, luminescence, HEK293, GAL4 fusion, UAS-luciferase | HEK293 GAL4-hgDAF12 UAS-luciferase reporter, agonist luminescence; normalized to butyrate control | activation, % at 6.8 µM | AID 687014, 2013 | actives 1.8% (n = 370,000);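 active means activation above a cutoff set at the mean of all screened compounds plus 3 SD, cut at about 10% in these data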;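 further: 0% = DMSO wells and 100% = sodium butyrate wells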
DAX1 inh-1 – DAX1 (NR0B1) inhibitors on StAR promoter, primary screen, cell-based, luminescence, SF-1 (NR5A1), full-length DAX-1 | AID 652010, 2013 | HEK293T StAR-luciferase reporter, SF-1/DAX-1 repression relief | inhibition, % at 6.8 µM | actives 1.1% (n = 370,000);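 active means inhibition above the mean over all tested compounds plus 3 SD, cut at about 3.6% in these data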;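 further: 0% = DAX-1 cells with DMSO and 100% = cells lacking DAX-1 with DMSO; higher inhibition means more luminescence from relief of DAX-1 repression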
PLC-beta3 inh – human PLC-beta3 inhibitors, primary screen, biochemical, fluorescence; Purified PLC-beta3, fluorogenic substrate; inhibition, % at 12.2 µM; actives 0.18% (n = 370,000); AID 720704, 2013; in the data active means inhibition above about 11%;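 further: 0% = median of compound wells on plate and 100% = full blocker control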
sPLA2-III inh – human group III sPLA2 inhibitors, primary screen, biochemical, QFRET, BODIPY PC-A2 liposome substrate; Group 3 secretory phospholipase A2 (Homo sapiens), Q9NZ20; QFRET BODIPY PC-A2 liposome hydrolysis, fluorescence; inhibition, % at 12.2 µM; actives 0.56% (n = 370,000); AID 743126, 2013;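 active means inhibition above mean plus 3 SD of compounds lying within the high and low control bounds, cut at about 19% in these data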;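 further: 0% = median of test compound wells and 100% = no enzyme DMSO wells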
Target sequence (Q9NZ20 whole entry, looked up): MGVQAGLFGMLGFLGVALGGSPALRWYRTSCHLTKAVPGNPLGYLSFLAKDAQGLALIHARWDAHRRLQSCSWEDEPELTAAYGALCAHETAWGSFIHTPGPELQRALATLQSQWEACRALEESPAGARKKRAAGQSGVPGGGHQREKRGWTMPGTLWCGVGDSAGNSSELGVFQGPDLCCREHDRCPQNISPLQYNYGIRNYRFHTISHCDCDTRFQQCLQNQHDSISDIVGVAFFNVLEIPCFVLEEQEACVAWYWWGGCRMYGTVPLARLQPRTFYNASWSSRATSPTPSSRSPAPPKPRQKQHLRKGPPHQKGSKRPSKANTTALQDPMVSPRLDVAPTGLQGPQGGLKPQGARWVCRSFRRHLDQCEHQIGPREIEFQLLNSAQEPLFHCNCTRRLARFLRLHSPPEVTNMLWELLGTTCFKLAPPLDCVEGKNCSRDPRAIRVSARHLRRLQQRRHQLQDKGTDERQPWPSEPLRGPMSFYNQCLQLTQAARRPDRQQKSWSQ
DAX1 inh-2 – DAX1 (NR0B1) inhibitors, primary screen, cell-based, HEK293, Gal4-DAX1, luciferase luminescence | AID 504766, 2011 | actives 0.99% (n = 340,000) | Nuclear receptor subfamily 0 group B member 1 (Homo sapiens), P51843 | HEK293 Gal4-DAX1 luciferase reporter | inhibition, % at 6.75 µM;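 active means inhibition above the mean over all tested compounds plus 3 SD, cut at about 4.2% in these data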;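 further: 0% = DAX1-transfected cells with DMSO and 100% = empty-vector control cells with DMSO; inhibition shows as a rise in luminescence from relieved DAX1 repression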
ADAM10 inh – human ADAM10 inhibitors, primary screen, biochemical, QFRET, HTS; Disintegrin and metalloproteinase domain-containing protein 10 (Homo sapiens), O14672; recombinant ADAM10, EDANS/DABCYL FRET peptide cleavage, 3 h; inhibition, % at 7 µM; actives 0.62% (n = 370,000); AID 720582, 2013;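 active means inhibition above a per-campaign cutoff equal to the mean of compounds falling between control-based bounds plus 3 SD, cut at about 20% in these data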;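 further: 0% = DMSO wells while the 100% control is not disclosed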
Target sequence (O14672 214-748 limits assumed): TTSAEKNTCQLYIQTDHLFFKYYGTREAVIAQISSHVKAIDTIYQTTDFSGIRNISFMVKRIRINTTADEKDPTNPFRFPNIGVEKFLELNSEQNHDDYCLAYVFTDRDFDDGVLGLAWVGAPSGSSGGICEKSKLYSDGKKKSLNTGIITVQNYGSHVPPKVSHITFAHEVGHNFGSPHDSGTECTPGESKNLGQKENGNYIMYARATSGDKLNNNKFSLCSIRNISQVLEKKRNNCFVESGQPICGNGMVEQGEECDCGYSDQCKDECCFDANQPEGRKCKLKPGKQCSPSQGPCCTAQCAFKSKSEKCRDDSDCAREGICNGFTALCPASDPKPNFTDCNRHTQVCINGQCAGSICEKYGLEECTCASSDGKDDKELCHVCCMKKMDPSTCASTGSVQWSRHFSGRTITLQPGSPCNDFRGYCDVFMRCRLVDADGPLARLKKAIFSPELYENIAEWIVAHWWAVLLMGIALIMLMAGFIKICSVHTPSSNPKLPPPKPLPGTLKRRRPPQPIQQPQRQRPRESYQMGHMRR
ssDAF-12 act – S. stercoralis DAF-12 nuclear receptor activators, primary screen, cell-based, luminescence, HEK293, GRIP1 co-expression, lit1-tk-luc; Nuclear hormone receptor DAF-12 (Strongyloides stercoralis); HEK293 ssDAF-12/GRIP1 lit1-tk-luc reporter; % of 3 µM dafachronic acid response; activation, % at 6.8 µM; actives 1% (n = 370,000);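 active means activation above the mean over all tested compounds plus 3 SD, cut at about 0.9% in these data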;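 further: 0% = DMSO-only wells and 100% = 3 µM delta7-dafachronic acid wells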
Active calls of the source: *; i = inactive; . = no result given.

| Molecule | PLC-gamma1 inh | ADAM17 inh | FXN GAA850 act | hcDAF-12 act | hgDAF12 agonist | DAX1 inh-1 | PLC-beta3 inh | sPLA2-III inh | DAX1 inh-2 | ADAM10 inh | ssDAF-12 act |
| --- | --- | --- | --- | --- | --- | --- | --- | --- | --- | --- | --- |
| Cc1ccc(CNC(=O)c2ccc(C)c(S(=O)(=O)N3CCCCC3)c2)cc1 | 5.6 | 3.7 | -0.5 | -0.7 | 0.0 | 0.3 | -1.6 | -1.3 | -0.3 | -4.7 | -1.8 |
| O=C(CNc1cccc(C(F)(F)F)c1)N/N=C/C1CCCCC1 | -5.2 | 4.8 | 2.0 | 0.0 | -1.8 | -0.3 | -1.7 | -6.9 | 0.1 | 8.1 | -0.6 |
| O=C(Nc1cccnc1N1CCOCC1)c1ccco1 | -0.7 | -3.8 | 1.4 | -0.8 | 2.0 | -0.5 | 1.0 | 3.1 | 2.8 | 0.5 | -0.5 |
| COc1ccc(/C=C/C(=O)NC2=NCCS2)c(OC)c1 | -43.0 | -38.7 | . | 5.2 | 14.0* | . | -51.5 | 3.0 | . | -149.8 | -0.7 |
| COc1ccc(N(C)S(=O)(=O)c2cccc(C(=O)Nc3nc(C)cs3)c2)cc1 | -5.3 | 2.9 | -0.9 | -2.1 | -1.6 | -0.8 | -32.9 | -6.5 | -1.0 | -1.7 | -1.6 |
| Cc1cccc(NC(=O)CSc2nnnn2-c2cccnc2)c1 | 3.4 | 3.1 | -0.5 | 0.2 | -2.6 | 0.0 | 3.3 | -0.7 | 1.5 | -2.7 | -0.6 |
| COc1ccc(-c2noc(CNC(=O)Nc3ccc(F)cc3)n2)cc1 | -1.4 | -0.8 | 1.1 | 1.1 | 1.5 | -0.7 | -1.3 | -13.4 | -2.5 | 7.1 | -2.0 |
| Cc1ccc(NC(=O)CSc2nc3c(c(=O)n(C)c(=O)n3C)n2C)cc1 | -1.9 | -0.6 | 1.8 | -1.4 | -1.7 | -0.1 | -2.4 | 1.2 | -0.7 | -13.0 | -1.1 |
| COC(=O)CCC(=O)NC(=S)Nc1ccc(S(=O)(=O)Nc2cc(C)on2)cc1 | 2.3 | 3.6 | 2.1 | 5.0 | -1.1 | -1.0 | 0.5 | 4.6 | -0.2 | -2.5 | -1.5 |
| C=C1C(=O)c2sccc2C(c2ccc(OC)c(OC)c2)C1COC(C)=O (stereo not given) | 6.9 | 6.4 | -15.3 | -6.3 | -17.9 | -6.3 | 6.1 | 5.3 | -6.3 | -6.2 | -2.4 |
| Cc1ccc(Nc2ncnc3nc[nH]c23)cc1Cl | -0.8 | -3.9 | 1.0 | 0.4 | 13.7* | 6.4* | -2.5 | 0.0 | 3.5 | -11.3 | 0.1 |
| CCN1C(=O)c2cccc3c(S(=O)(=O)Nc4ccccn4)ccc1c23 | -342.1 | -11.4 | 3.7 | 3.3 | -0.7 | 0.9 | -431.1 | -10.9 | 6.7* | -48.8 | 0.3 |
| CC(OC(=O)Cn1[nH]c(=O)c2ccccc2c1=O)C(=O)Nc1ccccc1[N+](=O)[O-] (stereo not given) | -1.9 | -0.7 | -1.7 | 0.0 | -0.5 | -0.4 | -13.8 | 8.8 | 2.7 | -2.6 | -0.1 |
| CC[C@@]12C(=O)N(c3cccc(Br)c3)C(=O)N1[C@H](c1ccc(F)cc1)[C@@H]1C(=O)N(C3CCCCC3)C(=O)[C@@H]12 | 5.3 | 10.7* | 8.4* | -0.9 | -1.3 | 0.3 | 4.8 | -17.5 | -1.1 | 25.6* | -0.9 |
| COc1ccc(C(=O)/C=C/c2ccc(O)cc2)c2c1CC(O)C(C)(C)O2 (stereo not given) | -43.9 | -5.1 | -0.1 | -3.9 | -3.4 | -1.2 | -65.2 | -19.8 | -1.4 | -29.8 | -2.0 |
| COc1cccc(N2CCN(C(=O)CN3C(=O)NC(C)(c4ccc5ccccc5c4)C3=O)CC2)c1 (stereo not given) | 1.4 | 1.7 | -2.4 | -3.8 | -4.0 | -6.5 | 1.4 | -11.8 | -1.6 | -1.2 | -1.7 |
| Cc1nc2scc(C)n2c(=O)c1S(=O)(=O)N1CCN(c2cccc(C(F)(F)F)c2)CC1 | -4.7 | 0.1 | 0.2 | -0.9 | -0.3 | 0.1 | -5.0 | 3.9 | 0.0 | -4.6 | -0.9 |
| COc1ccc(C(C)=O)cc1OCc1ccccc1 | -1.0 | -4.1 | 3.1 | 0.3 | -1.0 | -0.4 | 0.5 | -3.9 | 0.9 | -3.6 | -1.0 |
| COc1ccccc1CNC(=O)c1ccc(Br)o1 | -2.6 | -4.9 | 0.8 | -1.2 | -0.1 | 0.2 | 0.5 | 3.1 | -0.8 | 0.7 | -1.2 |
| CC1Sc2ccc(S(=O)(=O)CCC(=O)NC(C)c3ccccc3)cc2NC1=O (stereo not given) | -0.5 | -5.0 | 0.0 | -1.1 | -1.2 | -0.6 | -8.5 | 0.4 | -0.3 | 0.9 | -1.0 |
| O=C1CCCc2c1nc(-c1cccc(Cl)c1)n2O | i | -163.8 | -3.3 | 0.0 | -1.2 | 0.3 | i | 8.1 | 1.6 | -491.0 | -0.9 |
| Cc1nc2sccn2c(=O)c1S(=O)(=O)NCC(C)c1ccccc1 (stereo not given) | -2.3 | -16.0 | 0.0 | 1.8 | -2.1 | -0.7 | -7.3 | 10.1 | -0.5 | -73.4 | -1.1 |
| CCCCNC(=O)C1CCCN(S(=O)(=O)c2c(C)noc2/C=C/c2cccs2)C1 (stereo not given) | 2.7 | 3.5 | -1.1 | -1.5 | -2.8 | 0.5 | -1.4 | 6.1 | -0.3 | 3.5 | -1.8 |
| Cn1nc(-c2ccc(Cl)cc2)c2cc(C(=O)NCCN3CCOCC3)sc21 | -43.3 | -69.0 | 1.0 | 7.3* | 5.0 | 0.6 | -49.5 | 16.8 | 7.5* | -274.6 | 0.1 |
| CCCCc1c(-c2ccccc2OC)ncn1CCc1ccccc1OC | 3.3 | 0.7 | . | -3.8 | -4.4 | -1.3 | 0.3 | -15.3 | . | -10.3 | -1.6 |
| CCn1cc(C(=O)N[C@@H](CCSC)C(=O)NCCCO)c(=O)c2cc3c(cc21)OCO3 | -1.2 | -3.2 | 3.2 | 0.7 | 0.0 | -0.1 | -6.4 | -3.5 | -1.2 | -15.9 | -0.7 |
| CCCC(=O)N(CCc1ccc(OC)cc1)Cc1nc2ccccc2c(=O)[nH]1 | -0.5 | -1.7 | 3.6 | -2.0 | -1.6 | -0.6 | 0.7 | -3.5 | -1.0 | 3.0 | -0.6 |
| COc1cc2c(=O)n(CC3CCCO3)c(=O)n(CC(=O)Nc3ccc(F)cc3F)c2cc1OC (stereo not given) | 1.9 | -4.9 | 0.9 | 1.5 | -1.0 | 0.8 | 2.3 | 5.1 | 0.2 | -30.2 | -1.1 |
| Cc1occc1C(=O)NC1CCCc2ccccc21 (stereo not given) | -1.4 | -3.5 | 2.2 | -0.2 | 1.0 | -0.8 | -4.1 | -5.1 | -0.8 | -3.6 | -1.4 |
| COc1ccc(-c2c(C#N)c(SCC(=O)Nc3ccccc3)nc3c2CCCC3)cc1 | 1.7 | 1.9 | -0.2 | 1.9 | 0.5 | -0.2 | 2.7 | 10.3 | -1.2 | 11.8 | -1.0 |
| COc1ccc(-c2[nH]ncc2CN2CCCN(C(=O)c3ccco3)CC2)cc1F | 0.9 | -0.9 | -0.2 | -2.3 | -2.8 | -0.6 | 0.1 | -2.9 | 1.4 | 3.6 | -0.7 |
| CCN(C[C@H]1N[C@@](C)(C(=O)OC)[C@H]2C(=O)N(C)C(=O)[C@@H]12)C(=O)COC | 3.5 | -0.8 | 1.9 | 0.2 | 1.3 | 1.3 | 2.0 | 6.1 | -1.5 | 1.4 | -1.0 |
| CCOC(=O)C(C)N(c1ccccc1Cl)S(C)(=O)=O (stereo not given) | 3.6 | -3.6 | -0.7 | -0.7 | 1.0 | -0.3 | -0.7 | 6.4 | 2.4 | -9.2 | -1.1 |
| COc1ccc(C(=O)/C=C/c2cc(OC)c(O)c(OC)c2)c(F)c1 | -11.3 | 1.1 | 2.5 | -2.7 | -3.2 | -1.0 | -12.8 | -10.4 | -1.7 | -1.3 | -1.9 |
| COc1cccc(NC(=O)C(C)C)c1 | 2.1 | -3.9 | 1.1 | 1.5 | 1.5 | -0.2 | -0.2 | 3.2 | 1.1 | -4.7 | -1.5 |
| COc1cccc(N2CCN(c3ccc([N+](=O)[O-])cn3)CC2)c1 | 2.1 | -3.9 | 0.8 | 0.1 | -2.5 | -0.1 | -6.3 | 11.1 | 0.4 | 4.3 | -1.5 |
| O=C(Nc1ccnn1C1CCN(C(=O)c2ccc(C(F)(F)F)cc2)CC1)C1CC1 | 3.4 | -3.9 | -1.7 | -0.6 | -0.7 | 0.4 | -5.0 | 7.0 | 0.1 | 0.3 | -0.9 |
| CC(C)(C)n1cnc2cc(NCc3ccc(Br)cc3)ccc21 | -11.4 | 0.5 | 6.3 | 2.6 | 17.4* | 1.4 | -24.5 | -12.2 | 4.2* | 5.8 | -0.3 |
| O=S(Cc1ccc(Cl)cc1)c1ccccc1 (stereo not given) | 7.1 | -2.2 | 1.6 | 0.9 | 0.5 | 0.8 | 0.5 | 10.1 | 3.0 | -4.9 | -0.7 |
| CC(=O)N1CCOc2ccc(S(=O)(=O)Nc3cccc(C)c3)cc21 | 8.1 | 4.9 | -2.4 | -2.5 | -2.3 | -0.7 | -10.1 | -17.1 | -0.2 | -3.5 | -1.1 |
| Cc1ccc(NC(=O)C2CCCN2C(=O)Oc2ccccc2)cc1 (stereo not given) | 4.7 | -0.3 | 2.4 | 0.9 | 2.3 | 0.3 | 0.0 | -6.1 | 0.1 | 4.7 | -0.9 |
| CCN(CC)C(=O)CC[C@@H]1CC[C@]2(CCCN(Cc3ccccc3)C2)O1 | 1.7 | -5.5 | . | -0.2 | 0.3 | 0.1 | -2.8 | 14.8 | . | -23.9 | -0.6 |
| O=C(Nc1ccc2c(c1)OCO2)c1cc(C2CCCCN2C(=O)c2ccc3c(c2)CCO3)on1 (stereo not given) | -3.2 | 0.5 | -0.6 | -2.1 | -0.1 | -1.6 | 1.1 | -4.4 | . | 3.5 | -0.9 |
